MT1-MMP act inh – blocks activation of human MT1-MMP. GFP/RFP ratio change, % at 20 µM. HT1080 RFP-PRO-GFP cells, GFP/RFP ratio fluorescence, overnight; percent of plate control window, DMSO zero. 360,000 compounds, 0.061% hits. P50281. AID 651647;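 active means GFP/RFP ratio change of at least 30% with cell ATP level not reduced by more than half and red fluorescence within 50% of control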; further: strong numbers were not always called active
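Test system: HT1080 cells expressing an RFP-PRO-GFP fluorescent reporter construct / Compound dosing: single-point 20 µM compound, 1% DMSO / Schedule: cells overnight before dosing, compound overnight, 37 °C, 5% CO2 / Evaluation: GFP/RFP fluorescence ratio / Control set: DMSO and RFP-L50D-GFP cell wells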
SKN-1 block – C. elegans SKN-1 inhibition | C. elegans VP596 Pgst-4::GFP/RFP ratio, acrylamide-induced, 24 h | inhibition, % at 21.8 µM | 360,000 compounds, 0.49% hits | AID 624304;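 active means interference check ratio from 0.5 to 1.5 plus GFP to RFP signal ratio inhibition reaching or exceeding a fixed threshold, cut at about 30% in these data, passing the limit was not always enough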; further: some compounds called inactive have numbers as strong as hits
CSN deneddyl inh – blocks human CSN-mediated cullin deneddylation; Q92905; Purified CSN, SCF-Nedd8-OG deneddylation, fluorescence polarization; inhibition, % at 12.5 µM; 360,000 compounds, 0.38% hits; AID 651999;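 active means pattern-corrected inhibition above about 35%, with an unprinted fluorescence ratio check between 0.5 and 1.5, limit read from the data, passing the limit was not always enough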;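 further: 0% = enzyme with substrate and 100% = substrate without enzyme; some results filed as inactive read as strong as hits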
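Detection – fluorescence polarization · System – HEK293T-derived human Csn5 enzyme · Controls – substrate-only high control, full reaction low control · Timing – 90 min, room temperature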
NadD inh – blocks S. aureus nicotinate mononucleotide adenylyltransferase; 360,000 compounds, 0.78% hits; purified NadD enzyme, colorimetric absorbance read-out; inhibition, % at 20 µM; in the data active means inhibition above about 26%; further: some compounds past the cut are filed as inactive
Neddyl block – cullin neddylation inhibition; 360,000 compounds, 0.58% hits; P61081+Q13564; calls only at 25 µM; TR-FRET cullin neddylation, biochemical; in the data active means inhibition above about 36%
FAS TE block – blocks the thioesterase domain of human fatty acid synthase | P49327 | 360,000 compounds, 0.67% hits | AID 602261 | inhibition, % at 15 µM | recombinant FAS-TE, OMFH fluorogenic substrate, fluorescence endpoint;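 active means compounds whose normalised, plate-corrected inhibition of enzyme fluorescence in the single-dose primary screen is 50% or more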;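 further: 0% = DMSO with enzyme and 100% = substrate without enzyme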
PABP1 MLLE inh – blocks PAM2 peptide binding to the PABP1 MLLE domain; 360,000 compounds, 0.36% hits; inhibition, % at 20 µM; AID 588489; P11940; GST-MLLE / FITC-PAM2 fluorescence polarization; in the data active means inhibition above about 35%, passing the limit was not always enough;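 further: plate controls were DMSO wells with GST-MLLE for no effect and wells lacking GST-MLLE protein for full effect; some results filed as inactive read as strong as hits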
Target sequence (P11940 whole entry, looked up, the tested form may be a part): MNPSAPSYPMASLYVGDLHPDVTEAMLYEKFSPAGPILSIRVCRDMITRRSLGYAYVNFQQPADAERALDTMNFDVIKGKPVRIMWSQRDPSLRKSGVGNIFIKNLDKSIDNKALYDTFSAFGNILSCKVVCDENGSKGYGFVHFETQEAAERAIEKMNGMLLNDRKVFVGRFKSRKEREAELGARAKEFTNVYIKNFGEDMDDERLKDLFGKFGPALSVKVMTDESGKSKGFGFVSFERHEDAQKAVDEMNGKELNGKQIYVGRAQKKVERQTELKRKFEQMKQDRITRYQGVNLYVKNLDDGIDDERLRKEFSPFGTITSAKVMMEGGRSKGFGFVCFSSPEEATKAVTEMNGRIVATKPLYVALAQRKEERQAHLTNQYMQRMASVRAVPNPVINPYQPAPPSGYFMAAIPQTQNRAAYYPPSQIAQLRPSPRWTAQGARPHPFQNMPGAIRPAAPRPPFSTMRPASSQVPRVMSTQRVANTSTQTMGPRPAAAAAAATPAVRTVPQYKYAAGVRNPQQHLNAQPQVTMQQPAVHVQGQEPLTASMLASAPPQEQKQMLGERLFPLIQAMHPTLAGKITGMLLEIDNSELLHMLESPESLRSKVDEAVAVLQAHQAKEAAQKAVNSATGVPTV
Rpn11 block – blocks the human proteasome subunit Rpn11; O00487; human 26S proteasome, Ub4-pepOG fluorescence polarization; 20S core pre-blocked with epoxomicin; AID 588493; calls only at 20 µM; 360,000 compounds, 0.59% hits;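 active means inhibition at 20 µM, scaled to each plate's controls, above about 33%, limit read from the data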
Target sequence (O00487 whole entry, looked up): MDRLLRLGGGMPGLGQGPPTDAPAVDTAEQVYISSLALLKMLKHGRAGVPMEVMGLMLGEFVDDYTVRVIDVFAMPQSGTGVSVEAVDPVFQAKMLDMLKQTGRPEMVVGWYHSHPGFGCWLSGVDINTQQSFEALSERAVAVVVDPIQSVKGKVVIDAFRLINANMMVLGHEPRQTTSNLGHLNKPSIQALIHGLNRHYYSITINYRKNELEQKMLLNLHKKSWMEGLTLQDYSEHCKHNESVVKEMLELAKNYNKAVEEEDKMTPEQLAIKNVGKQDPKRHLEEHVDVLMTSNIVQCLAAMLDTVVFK
Rin1-Abl PPI inh – blocks binding of human Rin1 to Abl; P00519+Q13671; TR-FRET Rin1/Abl binding, biochemical; inhibition, % at 7.35 µM; 360,000 compounds, 0.4% hits; AID 588664; in the data active means inhibition above about 5%, passing the limit was not always enough
The depositor's hits bear a star; i = inactive; nt = no result given.

The line under a structure holds: MT1-MMP act inh	SKN-1 block	CSN deneddyl inh	NadD inh	Neddyl block	FAS TE block	PABP1 MLLE inh	Rpn11 block	Rin1-Abl PPI inh
1) COC(=O)c1ccc(/C=N/NC(=O)C2CC(=O)N(c3ccc(F)cc3)C2)cc1 (configuration not stated)
  3.2	-3.7	0.9	-4.1	i	-3.8	3.2	i	-0.6
2) O=C(/C=C/Nc1ccc(S(=O)(=O)Nc2cnc3ccccc3n2)cc1)c1cccnc1
  -5.0	2.1	4.4	4.7	i	-3.4	-13.0	i	1.9
3) Oc1ccccc1CC=NC1CCCCC1
  2.2	10.7	1.6	-1.3	i	-1.7	10.9	i	0.6
4) COC(=O)C[C@H]1C=C[C@@H](NC(=O)Nc2cccc(OC)c2)[C@@H](CO)O1
  -2.2	1.5	0.1	nt	i	nt	nt	nt	nt
5) CCN(CC)CCCNCC(=O)Nc1ccc2c(c1)CCC2
  5.9	-0.9	5.1	-4.4	i	-7.6	-10.6	i	0.0
6) CCCCCC(=O)N/N=C(\C)c1ccc(Cl)cc1
  11.2	7.0	2.2	5.2	i	3.3	4.2	i	-1.9
7) CC(C)(C)C(=O)NC1(C(F)(F)F)C(=O)Nc2c1c(=O)[nH]c(=O)n2Cc1ccco1 (configuration not stated)
  6.0	-7.1	3.8	0.0	i	-8.2	5.1	i	-2.6
8) O=C(CN1CCN(Cc2ccc(F)cc2)C1=O)NC1CCCC1
  -1.7	-1.5	-0.4	-4.6	i	-4.4	-11.0	i	-3.1
9) COc1ccc(CN(C(=O)CO/N=C/c2ccccc2)c2ccccc2C(=O)O)cc1
  -3.9	-15.8	3.9	3.5	i	-6.0	-8.9	i	-2.3
10) CC(=O)Nc1ccc(C(=O)Nc2cc(C(F)(F)F)ccc2-n2cnc3ccccc32)cc1
  0.1	2.7	-0.9	6.7	i	-1.1	7.5	i	1.9
11) Cc1ccc(-c2n[nH]c(=S)n2/N=C/c2c(C)[nH]n(-c3ccccc3)c2=O)cc1
  20.2	6.3	0.0	7.3	i	0.3	17.4	i	1.7
12) O=C(/C=C/Nc1cccc(C(F)(F)F)c1)c1ccc(Oc2ncccn2)cc1
  0.0	22.7	8.8	-12.2	i	13.9	-11.3	i	2.6
13) CCc1ccc(N2CC(C(=O)N(CC)CC(=O)Nc3c(F)cccc3F)CC2=O)cc1 (configuration not stated)
  -1.7	-7.1	-0.3	4.3	i	-4.7	-4.0	i	2.1
14) CC(O)Cc1cn([C@@H](CCCCN)C(=O)N2CCNCC2)nn1 (some centres not stated)
  -2.3	8.0	2.5	4.2	i	-4.1	5.2	i	0.1
15) O=C1CC2(CCN(C(=O)C3CC(=O)N(c4ccc(F)cc4)C3)CC2)Oc2ccccc21 (configuration not stated)
  4.7	13.6	-0.7	1.4	i	-5.4	-1.5	i	-0.2
16) CCOC(=O)N1CCN(C(=O)CCc2cc(OC)c(OC)c(OC)c2)CC1
  0.7	4.3	2.6	-8.8	i	-8.5	14.3	i	3.9
17) O=C(NNc1nc2c(F)cccc2s1)C1=COCCO1
  2.1	1.3	7.0	3.2	i	-3.5	1.6	i	1.1
18) COc1ccc(/C=C2\COc3ccccc3C2=O)c(OC)c1
  -4.7	8.0	3.7	-1.9	i	6.2	-7.2	i	0.0
19) CC(=O)Nc1ccc(N2C(=O)CC(N3CC(C)OC(C)C3)C2=O)cc1 (configuration not stated)
  0.9	7.2	7.3	1.3	i	-2.3	14.7	i	-1.8
20) COc1ccccc1C(=O)NCCC(=O)Nc1ccc(C)cn1
  -2.0	-0.4	-1.2	-5.0	i	-8.6	3.9	i	1.8

Only SKN-1 block and CSN deneddyl inh, for some of the entries so far:
No.	compound	SKN-1 block	CSN deneddyl inh
18	COc1ccc(/C=C2\COc3ccccc3C2=O)c(OC)c1	8.0	3.7
19	CC(=O)Nc1ccc(N2C(=O)CC(N3CC(C)OC(C)C3)C2=O)cc1 (configuration not stated)	7.2	7.3
20	COc1ccccc1C(=O)NCCC(=O)Nc1ccc(C)cn1	-0.4	-1.2

Continuation:
The line under a structure holds: MT1-MMP act inh	SKN-1 block	CSN deneddyl inh	NadD inh	Neddyl block	FAS TE block	PABP1 MLLE inh	Rpn11 block	Rin1-Abl PPI inh
21) COc1ccccc1NC(=O)C1CCCN1C(=O)NCc1ccccc1 (configuration not stated)
  1.4	0.7	2.6	-4.4	i	-6.5	-3.9	i	2.2
22) COc1ccc2c(c1)[C@H]1[C@H](CO2)[C@H](c2ccccc2)[C@]2(C)C(=O)Nc3cc(F)ccc3C(=O)N12
  -16.0	13.2	3.7	-10.1	i	53.7*	-9.9	i	1.0
23) CCN(CC(=O)Nc1c(F)cccc1F)C(=O)C1=COCCO1
  2.5	10.0	4.4	-4.1	i	-5.6	-10.8	i	1.6
24) COC(=O)[C@@]1(Cc2ccc(OC)cc2)[C@H]2c3cc(C(=O)N4CCCC4)n(Cc4ccc(C)c(F)c4F)c3C[C@H]2CN1C(=O)c1ccccc1
  -29.9	-3.7	-0.2	12.2	i	31.1	nt	nt	nt
25) CC(=O)Nc1cccc(-c2csc(C(O)c3cccc(Cl)c3)n2)c1 (configuration not stated)
  4.0	6.8	0.6	-8.5	i	6.9	-2.0	i	-3.8
26) CCc1ccc(OCC(=O)Nc2ccc(S(=O)(=O)N3CCOCC3)cc2)cc1
  6.1	10.0	2.8	-6.5	i	16.6	5.7	i	0.9
27) CC1(C)Cc2ccccc2C(/C(C#N)=N/O)=N1
  -2.0	-6.7	-7.4	-4.0	i	-9.5	-12.9	i	0.0
28) COc1ccc(N=Nc2cc(OC)c(N)cc2OC)cc1
  27.2	14.7	7.2	3.5	i	-0.4	-29.2	i	-8.5
29) CCc1ccc(N(CC(=O)NCC2CCCO2)C(=O)CCC(=O)Nc2nccs2)cc1 (configuration not stated)
  -4.1	-3.9	-0.8	-4.7	i	-3.2	1.8	i	1.4
30) Cc1c(NC(=O)COC(=O)c2cc(-c3cccc4ccccc34)nc3ccccc23)c(=O)n(-c2ccccc2)n1C
  -16.4	56.4	-13.8	27.0	i	29.3	31.1	i	-6.1
31) COc1cc2c(=O)n(C)c3ccccc3c2cc1OC
  1.2	11.0	-3.0	-3.7	i	-3.2	3.5	i	1.2
32) Cc1ccc(S(=O)(=O)N(C)C(C)CCc2ccco2)cc1 (configuration not stated)
  -1.5	-4.4	0.7	-6.2	i	21.1	-4.0	i	4.7
33) NNC(=O)Cc1cn(-c2ncc(C(F)(F)F)cc2Cl)c2ccccc12
  -0.6	6.3	-2.1	8.2	i	-4.1	2.3	i	2.1
34) Cn1c(C(=O)NCCN2CCN(c3ccccc3F)CC2)cc2c(=O)n(C)c3ccccc3c21
  3.3	-8.2	-3.3	-5.5	i	1.0	-1.9	i	4.1
35) O=S(=O)(Nc1cccc(S(=O)(=O)N2CCCC2)c1)c1cccs1
  -2.0	-1.4	-2.2	-2.6	i	4.0	2.9	i	0.8
36) COc1ccc(OC)c(S(=O)(=O)N2CCC(C(=O)Nc3ccccc3)CC2)c1
  7.6	13.1	-1.2	-4.7	i	1.3	3.1	i	4.2
37) CC(=O)Nc1ccc(C(=O)OCC(=O)N2CCCC2)cc1
  -2.2	-11.6	1.5	4.1	i	-3.0	3.5	i	-1.2
38) CC(=O)c1c(C)[nH]c(C(=O)NCc2cccc(Cl)c2)c1C
  2.7	-5.6	-2.5	-4.0	i	-2.1	4.7	i	-4.8
39) CCCCn1c(N)c(Sc2ccccc2)c(=O)[nH]c1=O
  3.4	6.8	-4.7	-4.1	i	-5.1	7.8	i	-1.4
40) CCC(=O)Nc1sc2c(c1C(N)=O)CCN(C(C)=O)C2
  4.1	19.8	3.6	-6.4	i	-5.3	3.7	i	1.2
41) O=C(CCS(=O)(=O)c1ccc(Br)s1)NC1CCCC1
  0.4	1.4	-2.6	11.5	i	-3.8	3.7	i	-0.7
42) Cc1cc(SCC(=O)N2c3ccccc3NC(=O)CC2C)nc2ccccc12 (configuration not stated)
  3.5	-6.3	-0.2	4.8	i	-5.3	22.5	i	-3.8
43) O=C(C1CC1)N1CCC(c2nc(-c3ccc(S(=O)(=O)NCC4CCCO4)cc3)no2)CC1 (configuration not stated)
  -7.0	5.9	6.4	1.4	i	-4.8	10.1	i	-1.0
44) CC(C)Nc1nc(-c2ccccc2F)c2sc(-c3ccccc3)cc2n1
  -6.9	-2.1	-0.8	4.4	i	16.0	2.2	i	-7.0
45) COc1ccc(S(=O)(=O)Nc2ccc3c(c2)C(=O)N([C@H](C)CO)C[C@H](C)[C@@H](CN(C)S(=O)(=O)c2ccc(F)cc2)O3)cc1
  0.3	-8.0	-0.2	5.2	i	1.4	0.0	i	1.3
46) O=C(NCc1cccs1)c1ccc(Br)o1
  2.1	0.3	-0.1	-5.7	i	-6.1	-3.5	i	-0.6
47) COc1ccccc1/C=C/C(=O)NCC(=O)N/N=C/c1cccnc1
  -1.2	-11.1	-5.5	-0.9	i	-5.2	6.1	i	-1.0
48) CC(=O)Oc1ccccc1C(=O)N(C1CCCCC1)C1CCCCC1
  -4.0	11.7	0.5	-3.8	i	3.5	-6.0	i	1.1
49) COc1cc(S(=O)(=O)NC2CCCCC2C)ccc1Cl (configuration not stated)
  2.4	5.6	-3.8	-6.5	i	7.1	3.9	i	1.3
50) CCOC(=O)Cn1cnc([N+](=O)[O-])n1
  -1.4	-12.6	4.5	-8.5	i	-9.7	-11.6	i	3.9
51) O=C(NCCc1ccc2c(c1)OCCO2)c1ccc(F)cc1
  5.3	0.6	-0.7	-6.3	i	-7.7	4.4	i	-1.2
52) COc1ccc(Cc2nnc(N/N=C/c3ccc(Br)cc3)[nH]c2=O)cc1OC
  -0.9	1.5	-1.4	1.1	i	-2.8	-1.8	i	-2.2
53) CCCCC1OC23CCCCC2C(C#N)(C(=N)O3)C1(C#N)C#N (configuration not stated)
  -11.3	44.0	-11.9	-2.5	nt	7.6	48.2*	i	-2.9
54) CN(C)S(=O)(=O)c1ccc(NC(=O)c2cc3ccccc3o2)cc1
  2.0	5.9	5.5	-13.6	i	10.1	-12.8	i	2.0
55) CC(=O)Nc1ccc(S(=O)(=O)CC(=O)CS(=O)(=O)c2ccc(NC(C)=O)cc2)cc1
  -2.8	8.0	-1.2	1.2	i	-11.4	-12.2	i	5.6
56) OCC[C@@H]1C[C@H](O)[C@@H](O)[C@@]2(Cc3ccccc3CCO2)O1
  0.3	1.2	3.3	0.7	i	-4.9	-1.4	i	2.9
57) O=C1CCN(Cc2ccc(Br)cc2)CCN1CCO
  4.0	-2.7	1.0	-1.8	i	-11.2	6.6	i	-0.2
58) Clc1ccc2nncn2n1
  -0.1	2.1	-8.2	-4.9	i	-14.1	15.2	i	2.4
59) CCc1ccc([C@@H]2CC=C(C(=O)O)[C@H](c3ccc(C(C)(C)C)cc3)N2S(=O)(=O)c2ccc(C)cc2)cc1
  -6.1	-2.7	10.7	23.0	i	54.3*	-4.0	i	2.0
60) COc1ccccc1NC(=O)Nc1cc(F)ccc1F
  0.9	-1.0	4.0	1.9	i	9.2	-0.1	i	5.3
61) COc1ccc(NC(=O)NC(=O)c2cc(OCC(F)(F)F)ccc2OCC(F)(F)F)cc1
  -6.4	6.0	0.0	-0.2	i	33.3	6.1	i	-2.1
62) COc1ccc2cc(C#N)c(N3CCN(Cc4nnnn4CCC(C)C)CC3)nc2c1
  0.4	9.2	-8.0	-0.3	i	20.6	-2.2	i	-1.2

From PubChem BioAssay
